HTR5A ag: HTR5A agonism, opioid heterodimer counter-screen. 340,000 compounds, 0.61% hits. HTR5A agonist assay, luminescence, cell-based. AID 504692. activation, % at 9.3 µM; in the data active means activation mostly above about 9.5%, no sharp cut-off; inactive means mostly below about 7.6%;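 further: 0% = cells with vehicle only and 100% = reference agonist; strong numbers were not always called active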
OPRM1-OPRD1 inv: mu-delta opioid heterodimer inverse agonism | P35372+P41143 | cell-based MOR-DOR heterodimer luminescence | inhibition, % at 9.3 µM | 340,000 compounds, 0.21% hits | AID 504357; in the data active means inhibition above about 22%, passing the limit was not always enough;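 further: 0% = cells with DMSO and 100% = wells without cells with DMSO; values of inactives mirror those of a sister screen read the other way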
OPRM1-OPRD1 ag: agonists of human mu-delta opioid receptor heterodimerization. P35372+P41143. cells, OPRM1-OPRD1 heterodimerization, luminescence. activation, % at 9.3 µM. 340,000 compounds, 0.3% hits. AID 504326; in the data active means activation above about 18%;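 further: 0% = vehicle-treated cells and 100% = reference agonist; values of inactives mirror those of a sister screen read the other way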
Ecoli viability: reduces bacterial viability in AddAB counter-screen. E. coli V3065 growth, OD600 absorbance, 18 h. inhibition, % at 11.9 µM. 330,000 compounds, 0.27% hits. AID 449728;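 active means inhibition above the campaign's mean inhibition across all tested compounds plus 3 SD, cut at about 9.9% in these data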;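 further: uninfected addAB+ strain grown without phage in ampicillin broth; 0% = DMSO wells and 100% = ciprofloxacin 0.95 µg/ml wells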
SUMO Mot1 rescue: blocks SUMOylation pathway, rescuing yeast Mot1-301 growth; S. cerevisiae Mot1-301 growth rescue, ATP luminescence, 38.5C; percent above DMSO median, 100 means doubled; growth rescue, % at 18.8 µM; 320,000 compounds, 1% hits; AID 2716;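 active means every valid replicate shows activation above 250% relative to neutral control wells; inactive means the rest, any valid replicate at or below 250%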;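 further: OY570 slx delta 5 strain wells were the positive control but not used for scaling; some compounds called inactive have numbers as strong as hits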
Pemphigus Ab inh: inhibitors of pemphigus antibody binding to human desmoglein-3; P32926; DSG3-coupled beads, scFv-anti-DSG3-GFP binding, flow cytometry; stronger effect = lower value; binding (percent of control), % at 10 µM; 310,000 compounds, 0.48% hits; AID 588358;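 active means binding more than 3 SD below its plate's average and above zero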; further: some compounds called inactive have numbers as strong as hits
Target sequence (P32926 whole entry, looked up): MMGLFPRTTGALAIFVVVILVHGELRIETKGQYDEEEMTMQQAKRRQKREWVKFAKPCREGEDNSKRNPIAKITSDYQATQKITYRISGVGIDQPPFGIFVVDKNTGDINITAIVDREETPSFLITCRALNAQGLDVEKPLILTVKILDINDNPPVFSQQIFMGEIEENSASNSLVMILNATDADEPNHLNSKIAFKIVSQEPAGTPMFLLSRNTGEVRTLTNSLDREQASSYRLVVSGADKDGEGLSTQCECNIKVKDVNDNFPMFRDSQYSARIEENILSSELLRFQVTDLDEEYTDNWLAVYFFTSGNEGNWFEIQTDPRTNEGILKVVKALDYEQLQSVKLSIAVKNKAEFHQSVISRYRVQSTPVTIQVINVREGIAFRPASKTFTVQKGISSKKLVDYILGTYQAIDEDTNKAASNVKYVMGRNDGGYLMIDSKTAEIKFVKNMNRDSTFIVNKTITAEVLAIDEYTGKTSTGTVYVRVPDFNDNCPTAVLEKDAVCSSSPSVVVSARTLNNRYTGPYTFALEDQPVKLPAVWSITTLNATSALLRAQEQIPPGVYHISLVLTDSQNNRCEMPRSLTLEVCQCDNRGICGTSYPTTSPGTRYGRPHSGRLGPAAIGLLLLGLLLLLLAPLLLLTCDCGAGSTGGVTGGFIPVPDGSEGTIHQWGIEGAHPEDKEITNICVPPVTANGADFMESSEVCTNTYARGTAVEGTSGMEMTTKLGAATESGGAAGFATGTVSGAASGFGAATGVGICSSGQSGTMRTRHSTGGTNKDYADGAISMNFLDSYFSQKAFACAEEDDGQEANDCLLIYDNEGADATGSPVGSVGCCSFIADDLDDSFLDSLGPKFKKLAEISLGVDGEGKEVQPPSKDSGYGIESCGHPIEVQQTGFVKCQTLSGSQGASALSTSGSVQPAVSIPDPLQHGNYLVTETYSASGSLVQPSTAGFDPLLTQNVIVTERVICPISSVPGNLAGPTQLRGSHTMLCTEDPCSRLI
PKA-R1A act: activators of PKA-R1A complex; P00514+P68181; PKA-R1A dissociation, Cy5-IP20 fluorescence polarization; scaled: DMSO 0%, 113 µM cGMP 100%; activation, % at 11.4 µM; 340,000 compounds, 0.083% hits;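 active means percent activation above the mean of all tested compounds plus 3 SD, cut at about 19% in these data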;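 further: higher means more PKAc released from R1A so a rise in polarization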
AddAB inh: less growth of phage-infected E. coli with AddAB; inhibition, % at 11.9 µM; 330,000 compounds, 0.29% hits; E. coli expressing H. pylori AddAB, absorbance growth; in the data active means inhibition above about 12%;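 further: 0% = vehicle wells of infected cells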
HTR5A inv ag: counter-screen for OPRM1-OPRD1 inverse agonists: human HTR5A inverse agonism; P47898; HTR5A cell line, luminescence; inhibition, % at 9.3 µM; 340,000 compounds, 0.083% hits; in the data active means inhibition mostly above about 23%, no sharp cut-off; inactive means mostly below about 18%;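 further: 0% = cells with DMSO and 100% = no-cell wells with DMSO; some compounds called inactive have numbers as strong as hits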
phage Ecoli inh: E. coli growth loss with phage present; 360,000 compounds, 0.26% hits; growth absorbance; inhibition, % at 11.9 µM; in the data active means inhibition above about 11%
PfHsp90 set2: growth inhibition of yeast expressing Plasmodium Hsp90; AID 504621; 310,000 compounds, 0.32% hits; S. cerevisiae expressing PfHsp90, BacTiter-Glo ATP, 48 h; yeast lacking PDR1 and PDR3 efflux regulators; inhibition, % at 9.4 µM;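 active means every replicate shows inhibition above about 80%, whatever the replicate mean, limit read from the data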;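 further: 0% = DMSO neutral controls and 100% = 20 µM radicicol positive controls; yeast relying on Plasmodium falciparum Hsp90 in place of its own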
* = called active by the depositor; nt = not tested or not shown.

SMILES	HTR5A ag	OPRM1-OPRD1 inv	OPRM1-OPRD1 ag	Ecoli viability	SUMO Mot1 rescue	Pemphigus Ab inh	PKA-R1A act	AddAB inh	HTR5A inv ag	phage Ecoli inh	PfHsp90 set2
NC(=O)C1CCN(CC(=O)Nc2cc(Cl)ccc2Oc2ccccc2)CC1	-2.1	14.7	-2.9	0.0	321.2*	105.8	-4.7	3.3	5.6	1.7	19.5
Cc1ccc(S(=O)(=O)NCC(=O)OCc2csc(-c3ccccc3)n2)cc1	2.1	-13.3	2.6	-0.1	-2.6	87.3	-8.9	3.9	29.4	2.8	-10.1
CC1CCN(c2nc3c(c(=O)[nH]c(=O)n3C)n2Cc2ccccc2Cl)CC1	-2.6	-47.0	7.9	-1.0	nt	100.4	4.1	-0.4	7.6	2.2	7.3
Cc1cc2c(cc1S(=O)(=O)Nc1cccc(C)c1C)n(C)c(=O)c(=O)n2C	-3.6	9.1	-1.8	-0.9	-20.3	115.5	6.5	7.3	9.4	2.9	8.0
CC(C)C(NC(=O)c1ccc(Br)cc1)C(=O)NC1=NCCS1 (stereo unspecified)	-1.0	6.8	-1.1	1.6	411.1	81.1	-1.9	0.5	-8.1	4.9	14.6
COc1cccc(OCc2nn[nH]n2)c1	-1.2	17.8	-3.8	0.2	-15.0	103.1	-4.9	0.2	4.6	2.9	-7.7
COc1ccc(C(=O)N2CCN(c3ccccc3)CC2)cc1S(=O)(=O)NC1CC1	10.2	22.1	-4.2	nt	nt	106.1	-4.0	nt	-24.8	1.5	nt
COc1ccc(Cl)cc1N(CC(=O)NC1CC2CCC1C2)S(=O)(=O)c1ccccc1 (stereo unspecified)	0.1	18.6	-3.4	1.8	-2.4	126.3	-5.6	1.0	-1.3	1.3	11.9
COc1ccc(C(=O)OCC(=O)c2cc(C)n(CC3CCCO3)c2C)cc1[N+](=O)[O-] (stereo unspecified)	-2.1	0.1	0.0	-1.9	9.6	93.7	15.5	2.1	5.3	1.2	-11.4
COc1cccc2cc(C(C)N(CCCN3CCOCC3)C(=S)Nc3ccc(C)cc3)oc12 (stereo unspecified)	-0.1	12.6	-2.4	-0.2	nt	92.7	-3.9	1.3	-32.4	1.4	8.2
O=C(NC1CCCC1)C(c1ccncc1)N(Cc1ccccc1)C(=O)Cc1cccs1 (stereo unspecified)	3.7	8.7	-1.6	1.0	-0.6	86.1	0.9	-0.2	18.9	2.3	6.4
Cc1ccc(S(=O)(=O)Nc2c(C)ccc3nsnc23)cc1	2.2	13.6	-2.7	1.3	67.7	nt	-3.8	0.0	-6.6	1.6	8.3
COC(=O)c1ccc(C)c(NC(=O)c2ccc(CN3CCc4ccccc4C3)cc2)c1	3.1	15.0	-3.1	0.8	4.8	104.0	8.6	3.2	-11.4	1.2	-2.2
Oc1[nH]c2ccccc2c1OCc1ccncc1	0.6	5.0	-1.2	-1.6	371.8	nt	-4.1	4.1	-1.4	-0.7	-19.1
Cc1cccc(Nc2nnc(SCC(=O)Nc3ncc(C(F)(F)F)cc3Cl)s2)c1C	2.5	-15.8	3.0	0.3	6.5	97.4	-13.8	0.3	-16.9	2.4	17.5
N#CCC(=O)Nc1ccc(C(=O)OCC(=O)NC(=O)NCc2ccco2)cc1	1.4	9.4	-1.9	-2.0	28.4	95.3	0.5	-0.9	-5.5	0.1	28.6
COc1ccc(/C=N/n2c(COc3ccccc3)n[nH]c2=S)cc1OC	3.6	8.9	-1.9	1.0	-8.8	106.6	7.5	0.8	-13.4	0.7	-8.2
O=C1CCn2nc(-c3ccc(Cl)cc3)cc2N1	-2.0	-2.1	0.4	-1.4	604.8*	104.8	-0.7	-3.5	-23.6	2.7	8.1
CCn1c(CCCNC(=O)c2cccs2)nc2ccccc21	-3.6	6.6	-1.1	2.6	-12.5	93.6	-7.6	-1.6	-16.8	2.8	3.2
COC(=O)C1=C(C)N(CCCC(=O)O)C(=O)NC1c1cccc(OC)c1 (stereo unspecified)	0.3	15.9	-2.8	1.5	-1.1	111.1	-1.2	3.7	-11.4	2.7	-8.1
CC(=O)Cc1nsc(NC(=O)c2cccs2)n1	4.2	-2.2	0.3	2.1	2.1	nt	2.5	2.2	1.0	4.2	-3.5
CC(=O)c1ccc(C(=O)N2CCCC(Nc3ccccc3)C2)s1 (stereo unspecified)	4.2	15.8	-3.1	-0.4	7.6	104.0	-3.4	4.0	-10.2	3.3	0.2
CCCCCCc1cc2cc(-c3nnc(-c4ccccc4OC)o3)c(=O)oc2cc1O	6.3	-9.2	1.9	0.8	-7.9	104.7	2.2	2.9	-14.9	2.2	10.0
Cc1cc2oc(C(=O)NCc3ccncc3)c(C)c2cc1C	3.2	6.3	-1.2	-1.6	7.6	101.0	3.8	-0.6	-9.0	4.7	-21.4
CCn1c(COc2ccc3c(c2)CCCC3)nnc1SCC(=O)Nc1nccs1	-2.5	9.1	-1.7	0.7	0.8	95.1	-0.4	0.2	13.6	-6.5	-2.7
Cc1ccc(SCC(=O)N(C)CC(=O)Nc2cccc(F)c2)c(C)c1	1.3	3.8	-0.7	0.7	7.5	102.7	-5.5	-1.4	-3.4	3.5	4.1
O=c1c2ccccc2nc2sc(Nc3ccc(F)cc3)nn12	-1.8	1.0	-0.2	-0.1	2.6	95.6	-2.1	1.5	4.6	2.5	-22.9
O=C(O)c1c(F)c(F)cc2ccccc12	0.1	7.4	-1.4	1.0	201.3	74.7	1.4	0.9	3.2	1.1	-4.4
N#Cc1ccc(OCC(=O)Nc2cc(S(=O)(=O)N3CCOCC3)ccc2N2CCOCC2)cc1	-1.0	10.7	-2.1	0.0	62.4	90.5	3.6	1.5	-5.6	2.9	-24.0
COc1ccc(N(C(=O)c2ccncc2)S(=O)(=O)c2ccccc2)cc1	0.3	15.4	-3.0	-0.4	37.7	101.9	4.5	1.5	-0.6	0.2	193.9*
O=C(Cn1cnc2c(cnn2-c2ccccc2Cl)c1=O)N1CCc2ccccc21	0.7	-3.5	0.6	0.2	4.5	101.2	-3.0	1.6	20.8	3.1	5.1
O=C(CCc1ccccc1)NC(NC(=S)Nc1ccc(Cl)cc1)C(Cl)(Cl)Cl (stereo unspecified)	12.4*	-94.2	16.7	-0.6	3.7	106.2	-5.4	1.5	-10.6	1.8	4.2
C/C(=N\Nc1nc(-c2ccccn2)nc2ccccc12)c1ccc(F)cc1	-4.3	10.5	-2.1	-2.3	-30.8	110.7	-10.3	-4.3	-6.2	nt	3.2
CCN1C[C@@H]2[C@@H]3C(=O)N(C)C(=O)[C@@H]3[C@](CC)(C1=O)N2C(=O)c1ccccc1	12.5	13.8	-2.5	nt	nt	106.2	-10.5	nt	16.6	1.0	1.7
O=S(=O)(NCc1ccc(Cl)cc1)NCc1ccc(Cl)cc1	1.1	-17.4	3.7	0.2	615.6	103.5	-22.1	1.6	-4.4	0.0	-13.3
COc1cccc2cc(-c3cn4ccc(C)cc4n3)c(=O)oc12	4.5	15.2	-2.7	-1.8	7.7	102.9	0.5	2.8	-11.6	1.6	9.2
Cc1cc(C)c(C(=O)c2ccc(C(=O)N3CCCCC3)cc2)c(C)c1	7.3	-13.5	2.5	-0.7	-5.7	104.9	4.7	4.9	-27.9	2.6	6.3
O=C(OCc1ccccc1F)c1ccc2c(c1)OCCO2	-2.5	-16.8	3.0	1.1	154.9	105.4	-0.5	1.6	-19.9	5.3	-6.6
NNS(=O)(=O)c1ccc(Sc2ccccn2)c([N+](=O)[O-])c1	14.9*	15.5	-3.1	0.5	13.7	115.6	2.1	-1.7	14.5	1.5	26.7
CCC(CC)c1nnc(NC(=O)[C@@H](NC(=O)c2cccc(C)c2)C(C)C)s1	2.4	15.8	-3.4	-1.9	-4.4	104.1	2.8	2.0	16.4	3.1	10.6
COc1ccccc1NC(=O)N1CCN(c2ccc(F)cc2)CC1	-2.8	13.9	-2.4	-3.2	-8.9	98.1	-8.9	2.1	-0.2	1.4	-34.4
Cc1ccc(C(=O)N/C(=C/c2ccco2)C(=O)O)cc1	0.2	22.6	-4.5	-0.7	13.3	102.9	-2.6	1.8	-0.5	4.3	10.8
NS(=O)(=O)c1cccc(NS(=O)(=O)c2ccc(/C=C/C(=O)OCC(=O)c3ccccc3)cc2)c1	-0.5	-5.9	1.2	-1.7	8.2	96.4	-9.6	-0.7	1.2	-2.4	-44.0
O=S(=O)(Nc1cccc(C(F)(F)F)c1)c1cccnc1	2.0	18.1	-3.9	2.7	7.8	nt	-18.0	5.6	-16.8	2.8	-16.6
Cc1cc(OC(=O)c2ccco2)c(Sc2ccccc2[N+](=O)[O-])c(=O)o1	-0.6	6.0	-1.2	nt	nt	127.1	-2.2	nt	-8.3	nt	-1.6
Cc1cc(OC(=O)c2ccc(C)c(C)c2)c([N+](=O)[O-])c(=O)[nH]1	1.8	5.1	-1.0	0.4	-3.1	102.3	-0.6	1.4	-6.8	0.1	9.0
COc1ccc(NC(=O)NC23CC4(C)CC(C)(CC(C)(C4)C2)C3)cc1	4.9	-32.0	4.7	0.5	10.9	100.1	-4.1	-0.5	14.0	1.7	-23.3
Clc1ccc(-c2ccc(CN3CCCCC3)o2)cc1	1.2	3.7	-0.7	2.6	5.9	109.9	-5.1	5.0	7.3	-2.3	-0.5
COc1ccc(NC(C)=O)cc1NC(=O)CSc1nc2ncccc2[nH]1	-5.8	13.3	-3.2	1.1	330.6*	nt	-9.8	1.4	13.8	2.9	-9.1
Nc1c(C(=O)Nc2ccccc2)sc2nc3c(c(-c4ccco4)c12)CCC3	5.5	-26.8	4.8	-0.2	252.3	102.4	-0.7	0.5	-43.2	1.9	1.5
Cc1cccc(N2CCN(C(=O)C3CCN(S(=O)(=O)c4cccnc4)CC3)CC2)c1C	5.7	6.4	-1.1	-0.3	4.8	99.2	7.2	-1.1	-14.7	3.0	-29.4
Cn1c(Cn2cnc3ccccc32)nnc1SCC(=O)CC(=O)Nc1ccccc1	2.1	5.0	-0.9	-3.2	24.3	86.2	-19.1	-1.1	-6.2	4.2	nt
Cc1csc(NC(=O)C2CCCN2C(=O)OCC(C)C)n1 (stereo unspecified)	-2.5	7.7	-1.3	0.5	0.2	110.1	5.9	1.0	-36.8	3.6	19.8
CN1C(=O)C(C)(C)c2cc(S(=O)(=O)NCc3ccc(Cl)cc3)ccc21	-1.5	5.8	-1.1	1.6	0.0	108.1	-8.4	4.3	4.2	3.2	-8.8

Ordered by molar mass (largest number first): part of the list above
SMILES	HTR5A ag	OPRM1-OPRD1 inv	OPRM1-OPRD1 ag	Ecoli viability	SUMO Mot1 rescue	Pemphigus Ab inh	PKA-R1A act	AddAB inh	HTR5A inv ag	phage Ecoli inh	PfHsp90 set2
Cc1cccc(N2CCN(C(=O)C3CCN(S(=O)(=O)c4cccnc4)CC3)CC2)c1C	5.7	6.4	-1.1	-0.3	4.8	99.2	7.2	-1.1	-14.7	3.0	-29.4
CN1C(=O)C(C)(C)c2cc(S(=O)(=O)NCc3ccc(Cl)cc3)ccc21	-1.5	5.8	-1.1	1.6	0.0	108.1	-8.4	4.3	4.2	3.2	-8.8
Clc1ccc(-c2ccc(CN3CCCCC3)o2)cc1	1.2	3.7	-0.7	2.6	5.9	109.9	-5.1	5.0	7.3	-2.3	-0.5

Screening data (PubChem)
